High-throughput results (PubChem BioAssay)
ssDAF-12 act – S. stercoralis DAF-12 nuclear receptor activators, primary screen, cell-based, luminescence, HEK293, GRIP1 co-expression, lit1-tk-luc | Nuclear hormone receptor DAF-12 (Strongyloides stercoralis) | HEK293 ssDAF-12/GRIP1 lit1-tk-luc reporter; % of 3 µM dafachronic acid response | activation, % at 6.8 µM | actives 1% (n = 370,000);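 active = activation above the mean over all tested compounds plus 3 SD, cut at about 0.9% in these data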;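 note: 0% = DMSO-only wells and 100% = 3 µM delta7-dafachronic acid wells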
ADAM10 inh – human ADAM10 inhibitors, primary screen, biochemical, QFRET, HTS; Disintegrin and metalloproteinase domain-containing protein 10 (Homo sapiens), O14672; recombinant ADAM10, EDANS/DABCYL FRET peptide cleavage, 3 h; inhibition, % at 7 µM; actives 0.62% (n = 370,000); AID 720582, 2013;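 active = inhibition above a per-campaign cutoff equal to the mean of compounds falling between control-based bounds plus 3 SD, cut at about 20% in these data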;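 note: 0% = DMSO wells while the 100% control is not disclosed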
hgDAF-12 ag – H. glycines DAF-12 receptor agonists, primary screen, cell-based, luminescence, HEK293, GAL4 fusion, UAS-luciferase; HEK293 GAL4-hgDAF12 UAS-luciferase reporter, agonist luminescence; normalized to butyrate control; actives 1.8% (n = 370,000); Nuclear hormone receptor DAF-12 (Heterodera glycines), GAL4 fusion; activation, % at 6.8 µM;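 active = activation above a cutoff set at the mean of all screened compounds plus 3 SD, cut at about 10% in these data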;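 note: 0% = DMSO wells and 100% = sodium butyrate wells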
sPLA2-III inh – human group III sPLA2 inhibitors, primary screen, biochemical, QFRET, BODIPY PC-A2 liposome substrate | Group 3 secretory phospholipase A2 (Homo sapiens), Q9NZ20 | QFRET BODIPY PC-A2 liposome hydrolysis, fluorescence | inhibition, % at 12.2 µM | actives 0.56% (n = 370,000) | AID 743126, 2013;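 active = inhibition above mean plus 3 SD of compounds lying within the high and low control bounds, cut at about 19% in these data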;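 note: 0% = median of test compound wells and 100% = no enzyme DMSO wells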
ADAM17 inh – ADAM17 inhibitors, primary screen, biochemical, QFRET; Disintegrin and metalloproteinase domain-containing protein 17 (Homo sapiens), P78536; recombinant ADAM17, EDANS/DABCYL FRET peptide cleavage; inhibition, % at 6.95 µM; actives 0.83% (n = 370,000);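 active = inhibition above the mean of compounds lying between control limits plus 3 SD, set per campaign, cut at about 8.5% in these data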;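 note: 0% = DMSO-only wells as the low control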
Target sequence (P78536 215-824 limits assumed): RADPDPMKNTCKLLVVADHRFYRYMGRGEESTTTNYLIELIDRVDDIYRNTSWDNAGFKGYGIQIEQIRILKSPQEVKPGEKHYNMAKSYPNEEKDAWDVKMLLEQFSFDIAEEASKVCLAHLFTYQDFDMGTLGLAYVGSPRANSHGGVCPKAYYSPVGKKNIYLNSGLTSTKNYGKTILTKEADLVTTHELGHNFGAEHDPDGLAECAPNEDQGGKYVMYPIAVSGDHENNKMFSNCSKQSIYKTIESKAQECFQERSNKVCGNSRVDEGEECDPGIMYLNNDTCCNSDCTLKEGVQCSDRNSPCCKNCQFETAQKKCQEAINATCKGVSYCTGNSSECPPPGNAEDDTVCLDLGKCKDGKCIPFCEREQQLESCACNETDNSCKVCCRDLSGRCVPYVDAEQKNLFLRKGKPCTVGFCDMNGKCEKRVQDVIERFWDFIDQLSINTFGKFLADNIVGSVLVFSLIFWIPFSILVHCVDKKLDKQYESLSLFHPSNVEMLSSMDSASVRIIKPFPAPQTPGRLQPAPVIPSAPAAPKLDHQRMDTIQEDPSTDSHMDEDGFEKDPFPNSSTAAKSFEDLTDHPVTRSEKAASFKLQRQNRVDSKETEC
GAA850 FXN act – FXN promoter activators, primary screen, cell-based, luciferase luminescence, HEK293 lucGAA850; HEK293 lucGAA850 FXN promoter luciferase reporter, 24 h; percent of 10 µM SAHA response; activation, % at 6 µM; actives 0.56% (n = 360,000); AID 540364, 2011;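 active = activation above the average of all compounds screened plus 3 SD, cutoff fixed separately per campaign, cut at about 7.5% in these data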;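 note: 0% = DMSO wells and 100% = 10 µM SAHA wells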
PLCg1 inh – PLC-gamma1 enzyme inhibitors, primary screen, biochemical, fluorescence, purified enzyme; AID 720700, 2013; 1-phosphatidylinositol 4,5-bisphosphate phosphodiesterase gamma-1 (Homo sapiens), P19174; actives 0.84% (n = 370,000); fluorogenic substrate; inhibition, % at 12.2 µM; in the data active = inhibition above about 9.5%
DAX1 inh-1 – DAX1 (NR0B1) inhibitors on StAR promoter, primary screen, cell-based, luminescence, SF-1 (NR5A1), full-length DAX-1; HEK293T StAR-luciferase reporter, SF-1/DAX-1 repression relief; inhibition, % at 6.8 µM; actives 1.1% (n = 370,000); AID 652010, 2013;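 active = inhibition above the mean over all tested compounds plus 3 SD, cut at about 3.6% in these data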;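 note: 0% = DAX-1 cells with DMSO and 100% = cells lacking DAX-1 with DMSO; higher inhibition means more luminescence from relief of DAX-1 repression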
PLCb3 inh – human PLC-beta3 inhibitors, primary screen, biochemical, fluorescence; 1-phosphatidylinositol 4,5-bisphosphate phosphodiesterase beta-3 (Homo sapiens), Q01970; Purified PLC-beta3, fluorogenic substrate; inhibition, % at 12.2 µM; actives 0.18% (n = 370,000); in the data active = inhibition above about 11%;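 note: 0% = median of compound wells on plate and 100% = full blocker control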
hcDAF-12 act – H. contortus DAF-12 nuclear receptor activators, primary screen, cell-based, luminescence, HEK293, lit1-tk-luc reporter; AID 652067, 2013; activation, % at 6.8 µM; actives 1.4% (n = 370,000); HEK293 hcDAF-12 lit1-tk-luc reporter; 0% DMSO, 100% Δ7-dafachronic acid;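 active = activation above the mean of all tested compounds plus 3 SD, cut at about 5.5% in these data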;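 note: 100% = response to 3 µM Δ7-dafachronic acid high control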
DAX1 inh-2 – DAX1 (NR0B1) inhibitors, primary screen, cell-based, HEK293, Gal4-DAX1, luciferase luminescence | Nuclear receptor subfamily 0 group B member 1 (Homo sapiens), P51843 | HEK293 Gal4-DAX1 luciferase reporter | inhibition, % at 6.75 µM | actives 0.99% (n = 340,000) | AID 504766, 2011;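 active = inhibition above the mean over all tested compounds plus 3 SD, cut at about 4.2% in these data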;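 note: 0% = DAX1-transfected cells with DMSO and 100% = empty-vector control cells with DMSO; inhibition shows as a rise in luminescence from relieved DAX1 repression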
Target sequence (P51843 207-470 limits assumed): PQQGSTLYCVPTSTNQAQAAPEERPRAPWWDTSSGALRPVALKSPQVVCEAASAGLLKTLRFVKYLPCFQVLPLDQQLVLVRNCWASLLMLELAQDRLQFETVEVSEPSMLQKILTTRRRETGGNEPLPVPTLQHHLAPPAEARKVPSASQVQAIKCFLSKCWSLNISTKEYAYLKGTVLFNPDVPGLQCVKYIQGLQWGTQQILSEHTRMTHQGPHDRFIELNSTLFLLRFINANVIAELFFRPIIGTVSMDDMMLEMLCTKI
Active calls of the source: *; i = inactive; nt = no result given.

SMILES	ssDAF-12 act	ADAM10 inh	hgDAF-12 ag	sPLA2-III inh	ADAM17 inh	GAA850 FXN act	PLCg1 inh	DAX1 inh-1	PLCb3 inh	hcDAF-12 act	DAX1 inh-2
Cc1cc(C(=O)Nc2ccccc2C)n(-c2ccccc2)n1	-0.9	-2	-1.2	5	-3	0.5	-2	-0.2	-3	-1.6	0.3
COc1ccc(CCNC(=O)CSc2nc3c([nH]2)c(=O)n(C)c(=O)n3C)cc1	-1.1	-9	0.1	5	-3	nt	0	0.3	-3	-0.8	nt
COc1ccc(OC)c(CN2CCN(C(=O)c3cc(S(=O)(=O)N4CCOCC4)ccc3C)CC2)c1	-0.8	-5	-0.5	-5	0	nt	1	-1.2	-4	-0.1	nt
CCn1c(SCC(=O)Nc2sc3c(c2C#N)CCC(C(C)(C)C)C3)nnc1-c1ccco1 (configuration not stated)	-0.8	2	3.1	3	2	2.3	4	0.3	0	-1.0	0.9
Cc1ccccc1CC1(CO)CCCN(Cc2ccc(C#CC(C)(C)O)cc2)C1 (configuration not stated)	-1.9	-4	3.4	-30	-3	-1.9	-1	-0.7	-1	-2.1	-1.3
COCc1cc(C)nc(OCC(=O)N/N=C/c2ccc(C)o2)c1C#N	-0.5	-48	-1.6	0	-16	-0.7	-3	-0.5	-3	0.8	0.0
CCCCOC(=O)Cn1cnc2ccc(Br)cc2c1=O	-0.6	12	3.2	0	2	0.0	3	1.2	3	-0.4	3.0
COc1ccc(-c2nn(-c3ccccc3)cc2/C=C(/C#N)C(N)=O)cc1[N+](=O)[O-]	-1.0	7	-1.4	16	-2	6.0	0	-0.8	1	-0.2	-0.4
O=C(O)c1ccccc1N/N=C\c1ccnc2ccccc12	0.8	4	12*	-2	-2	-2.1	-3	3.6	-4	6.4*	-0.4
Cc1ccc(S(=O)(=O)NC(CC(=O)O)c2ccccc2)c(C)c1 (configuration not stated)	-1.3	6	-2.1	-1	1	3.3	6	-0.4	1	-0.5	0.4
COc1ccc(C2N3CC4(C)CN2CC(C)(C3)C4)cc1OC (configuration not stated)	-1.1	-1	1.7	5	-4	3.5	4	-0.9	-2	-1.1	-0.4
Cc1cccc2cc3c(N)c(C#N)sc3nc12	-2.0	-26	-9.2	-24	-7	-0.6	-199	-1.2	-236	-5.8	-0.8
COc1ccc(CNc2nc(-c3cccnc3)nn2C(=O)c2cccs2)cc1	-0.8	3	-0.5	3	3	-2.0	5	0.6	1	-1.3	1.4
CCCc1ccc(C(=O)/C=C/N(C)C)cc1	-2.0	-4	-1.6	-8	-6	4.7	-6	0.6	-15	-1.1	1.1
O=C1CSC(c2cccs2)N1c1ccccc1 (configuration not stated)	-1.2	0	-0.9	-3	-2	-0.5	0	-0.1	2	1.3	0.2
CCOCCCNc1nc(=S)[nH]c2cc(OC)c(OC)cc12	-1.6	-6	-4.1	10	-3	-1.4	3	-0.4	-3	-0.5	-0.9
CC(=O)c1cccc(NC(=O)Cn2nc(-c3ccccc3Cl)ccc2=O)c1	-1.9	4	-2.0	-9	-2	0.6	2	-0.1	-2	-1.1	-0.3
Cc1ccccc1OCCC(=O)Nc1ccc(S(=O)(=O)N2CCCC2)cc1	-1.1	-4	0.5	-13	-1	-1.6	-1	-1.2	-2	-0.1	-0.4
Cc1ccc(NC(=O)[C@@H](Cc2ccccc2)NC(=O)[C@H]2O[C@@H](n3ccc(=O)[nH]c3=O)[C@H](O)[C@@H]2O)cc1C	-1.1	1	2.3	-8	0	nt	2	1.3	2	-1.3	nt
Cc1nn(-c2ccccc2)c2c1C(c1ccco1)C(C#N)=C(N)O2 (configuration not stated)	-0.6	3	4.2	-10	0	1.5	-3	-0.2	-4	2.0	-0.7
Cn1ncc(N=Cc2ccc([N+](=O)[O-])cc2)c1C(=O)N1CCOCC1	-0.8	5	-2.3	3	0	-0.4	0	-0.1	2	-1.4	-0.2
O=C(NCCc1ccccc1)C1CCCN(S(=O)(=O)c2cccnc2)C1 (configuration not stated)	-1.0	7	-2.0	2	0	-0.1	0	-0.2	3	-1.4	-1.5
O=C(NCCc1ccc(F)cc1)c1cccc(NC(=O)c2ccccc2)c1	-1.3	7	-3.3	-9	3	1.5	2	0.2	-1	-2.0	-1.0
COc1ccc(S(=O)(=O)NCCc2csc(C)n2)cc1C	-1.6	1	2.4	2	-2	1.3	2	-0.2	3	0.4	0.5
CCCN1C(=O)c2ccccc2NC1c1ccc(OC)c(CSc2ccccn2)c1 (configuration not stated)	-1.7	i	0.1	9	-248	1.9	-206	-0.5	-281	-3.2	-1.4
Cc1c(C(=O)N2CCN(c3ccccc3)CC2)oc2c(Cl)cccc12	-0.5	-13	0.2	2	1	0.8	-1	-0.9	-11	2.1	1.2
CCCc1cc(=O)oc2cc(OCC(=O)NCc3ccccn3)ccc12	-1.0	-17	-1.8	12	-2	0.7	3	-0.3	-8	-1.0	-1.1
Cc1ccc(COC(=O)c2cc(S(=O)(=O)N3CCOCC3)ccc2C)cc1	-1.0	11	1.5	-19	-1	4.8	1	-0.7	-2	-1.5	0.4
Cc1cccc(C(=O)NCc2ccc(S(N)(=O)=O)cc2)c1[N+](=O)[O-]	-1.1	3	0.3	2	3	0.7	4	-0.4	4	-1.7	-1.0
COc1ccc(/C=C/C(=O)Nc2cc(C)on2)cc1	-0.9	-2	8.5	3	0	6.8	1	2.2	0	2.1	0.4
O=C(O)CCCNC(=O)/C(=C\c1ccc(Cl)cc1)NC(=O)c1ccccc1Br	-1.5	2	-0.9	-4	-1	-0.6	-6	0.0	0	0.8	0.6
COc1cc2ccccc2cc1C(=O)Nc1ccc(O)cc1	1.4*	-2	7.2	-38	-2	6.7	-185	1.9	-213	4.5	4.4*
Cc1cccc(NS(=O)(=O)c2ccc(C(=O)N3CCC3)cc2)c1C	-1.2	0	-1.1	-4	-2	-1.0	3	-1.9	5	-1.3	0.5
COc1ccccc1OCC(=O)Nc1ccc(S(=O)(=O)N2CCCCCC2)cc1	-1.7	2	0.5	-27	4	2.5	-2	-0.7	-3	-3.2	0.0
C=CCSc1nc(C)c(CC(=O)OCC(C)C)c(=O)[nH]1	-1.2	-1	0.5	7	1	-0.1	2	0.1	5	-0.4	-1.4
CC(C)(C)CC(=O)Nc1nnc(SCC(=O)N2CCCCC2)s1	-0.8	11	0.5	-1	-2	1.4	2	0.4	-3	-0.7	-0.8
O=C(NCCOc1ccccc1)c1cc2ccccc2o1	-0.2	6	10	-1	0	1.1	4	2.0	2	4.9	1.9
C/C(=N\Nc1cccc2cccnc12)c1ccc(C)cc1	-0.3	-18	5.2	0	-1	6.7	-11	0.9	-18	3.1	0.6
O=C(COc1ccccc1)n1nc(-c2ccc(Cl)cc2)nc1NCc1ccco1	-0.7	-2	9.0	-20	1	2.6	4	1.6	-2	-0.4	1.6
CN(C)S(=O)(=O)n1cc(/C=C(\NC(=O)c2ccccc2Cl)C(=O)NCCCn2ccnc2)c2ccccc21	-0.6	-1	-3.0	-21	0	-1.8	2	-0.6	-3	-1.4	0.3
COc1ccccc1OCCCOc1ccc([N+](=O)[O-])cc1Cl	0.2	16	8.6	-12	5	5.4	1	1.3	-1	0.5	2.4
Cn1nc(C(=O)Nc2nc3ccccc3[nH]2)ccc1=O	-0.9	-3	9.3	1	1	2.8	-1	1.5	1	3.2	2.8
COc1ccc(C(=S)N(C)C)cc1OC	-1.2	-3	1.2	7	-3	2.3	-1	-0.1	2	0.3	0.5
CCOC(=O)N1CCN(CC(=O)Nc2ccc(F)c(F)c2)CC1	-1.1	8	-2.5	10	2	3.1	3	1.2	4	0.5	0.8
CN1CCN(c2ccc(NC(=O)c3ccc4ccccc4c3)cc2)CC1	-0.5	-2	8.6	6	-3	-1.8	-2	8.2*	-12	2.9	0.3
CCOc1cccc(-c2c(C(=O)N/N=C(\C)c3cccs3)nnn2-c2nonc2N)c1	-1.5	4	-1.2	-20	5	0.2	1	-1.0	-2	-4.6	-0.8
COc1ccc(OC)c(NC(=O)Cc2coc3ccc(C)cc23)c1	-1.5	9	-2.7	-8	5	0.3	4	0.0	2	-2.4	-1.6
Cc1ccc(N(CC(=O)N(C)Cc2ccccc2)S(C)(=O)=O)cc1C	-1.5	-13	0.8	6	-6	0.4	3	0.3	-9	-2.3	-2.0
CCO/N=C(\C)c1c(O)cc(C(C)C)n(-c2ccccc2)c1=O	-0.1	-5	-0.9	1	-2	0.6	-6	0.9	-6	2.3	0.1
COc1ccc(OCCCn2cc(/C=C3/C(=N)N4C=C(C)SC4=NC3=O)c3ccccc32)cc1	-1.1	4	3.3	-4	-2	2.1	0	0.7	2	-0.9	-0.1
CCOc1ccc(OCC)c(-c2c(=O)n(OCc3ccc(Cl)cc3)c3ccccc3[n+]2[O-])c1	-2.2	6	-3.3	-5	9.4*	-1.9	0	-0.9	0	-1.6	1.3
CCOc1ccc(NC(=S)N2CCc3cc(OC)c(OC)cc3C2COc2ccc3c(C)cc(=O)oc3c2)cc1 (configuration not stated)	-1.1	-198	2.2	5	-57	0.7	-29	0.0	-37	-0.2	-0.5
O=C(Cc1ccccc1)NN1CCCCC1	-1.0	-7	-0.1	0	-4	-1.1	-2	-0.2	-6	-0.3	-0.6
CCc1ccc(OCc2nnc(SCC(=O)Nc3cccc(C(=O)N4CCOCC4)c3)o2)cc1	-1.3	-3	4.4	-22	0	0.5	-1	-0.8	1	-1.5	-0.2

3 entries out of the list above, arranged by the value under hcDAF-12 act, largest number first:
molecule	ssDAF-12 act	ADAM10 inh	sPLA2-III inh	ADAM17 inh	GAA850 FXN act	PLCg1 inh	DAX1 inh-1	PLCb3 inh	hcDAF-12 act	DAX1 inh-2
COc1ccccc1OCCCOc1ccc([N+](=O)[O-])cc1Cl	0.2	16	-12	5	5.4	1	1.3	-1	0.5	2.4
CCOc1ccc(NC(=S)N2CCc3cc(OC)c(OC)cc3C2COc2ccc3c(C)cc(=O)oc3c2)cc1 (configuration not stated)	-1.1	-198	5	-57	0.7	-29	0.0	-37	-0.2	-0.5
C=CCSc1nc(C)c(CC(=O)OCC(C)C)c(=O)[nH]1	-1.2	-1	7	1	-0.1	2	0.1	5	-0.4	-1.4
